# Mito fusion yeast – qHTS Assay for Small Molecule Inhibitors of Mitochondrial Division or Activators of Mitochondrial Fusion; S. cerevisiae fusion-defective mutant growth rescue, CellTiterGlo 48 h; Potency, µM (top dose mostly 46.1 µM), for inactives: at the top dose growth rescue (activation), hits mostly activators; 320,000 tested, 0.23% active; AID 485298, 2010;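 note: potency is the fitted concentration of half-maximal effect; % of control where 0% means no effect; nearly all actives have a fitted effect of over 45% in size; temperature-sensitive fusion mutants such as fzo1-1 at 37 °C on non-fermentable ethanol glycerol medium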
#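 S. cerevisiae fusion-defective temperature-sensitive mutants (e.g. fzo1-1, mgm1-5) grown 48 h at 37C in YPEG (ethanol/glycerol non-fermentable) medium with 23 nl compound per well; growth rescue read as CellTiterGlo luminescence.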
# USP2a inh – qHTS Assay for Inhibitors of Ubiquitin-specific Protease USP2a Using CHOP2 as the Reporter; Potency, µM (top dose mostly 38.3 µM), inactives show at the highest dose activity change, negative = inhibition, actives largely listed as inhibitors; USP2 core, Ub-CHOP2 coupled fluorogenic reporter, 485/531; Ubiquitin carboxyl-terminal hydrolase 2 (Homo sapiens), O75604; AID 463254, 2010; 330,000 tested, 0.01% active;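 note: potency is the fitted concentration of half-maximal effect; plate controls were DMSO wells for no effect and full inhibition by NEM control for full effect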
#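 Deubiquitinase activity read as fluorescence (485/531 nm) after Ub-CHOP2 cleavage activates the enterokinase reporter on its substrate; USP2 core 10nM, Ub-CHOP2 and substrate 25nM each, 30min compound preincubation then 60min RT; data normalized to NEM, curves fitted.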
# TRPV1 agonist – HTS Assay for Compounds that Act as Agonists of the Vanilloid Receptor 1; Transient receptor potential cation channel subfamily V member 1 (Homo sapiens), Q8NER1; TRPV1-expressing cells, Fluo-8 calcium influx, agonist mode; activation, % at 8.33 µM; 320,000 tested, 0.19% active; AID 540275, 2011; in the data active = activation above about 80%; inconclusive = between about 30% and that limit; note: 0% is about no effect
#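 Fluo-8 calcium influx in TRPV1-expressing cells, kinetic read (ex 480/em 520 nm). Compound added and read 3 min for agonist activity, followed by capsaicin at EC20 final and 2 min further read for enhancement.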
# AT treatment – qHTS Assay for Identifying a Potential Treatment of Ataxia-Telangiectasia. Potency, µM (top dose mostly 57.5 µM), for the others: at the highest dose activation, most hits filed as activators. […] A-T fibroblasts, KAP-1 phosphorylation AlphaLISA; neocarzinostatin DNA damage 30 min before lysis. 320,000 tested, 0.19% active. AID 485349, 2010; note: potency is the fitted concentration of half-maximal effect; % of control where 0% means no effect; nearly all actives have a fitted effect of over 45% in size
#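 hTERT-immortalized A-T patient fibroblasts ([…]), 500 cells/well in OPTI-MEM, 1% FBS, got compounds for 60 min, then NCS for 30 min at 37C. Lysates were then assayed for phospho-KAP-1 by AlphaLISA (anti-pKAP1 donor, anti-KAP1 acceptor beads), 6 hr at 25C.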
# TCR act – Activators of T cell receptors: qHTS campaign. primary human leukocytes, anti-CD3, IL-2 HTRF, 48 h. Potency, µM (doses to about 9.22 µM), inactives show at the top dose activation of IL-2 secretion, most hits filed as activators. 330,000 tested, under 10 active; note: % of control where 0% means no effect
#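 Primary human leukocytes receive a-CD3 beads and test compound and are incubated 48 hr. Secreted IL-2 is then assayed by HTRF, measuring 665nm acceptor emission after 320nm excitation of the europium donor.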
# ELG1 DNA repair – qHTS screen for small molecules that inhibit ELG1-dependent DNA repair in human embryonic kidney (HEK293T) cells expressing luciferase-tagged ELG1. HEK293T ELG1-luciferase reporter, luminescence, 16 h; DNA damage induced by 5-fluorouridine. Potency, µM (titrated, usually from 46.1 µM), for the others: top-dose activity change, negative = inhibition, most hits filed as inhibitors. 330,000 tested, 2.3% active. AID 504467, 2011; note: potency is the fitted concentration of half-maximal effect; % is set by controls: 0 for no effect and ±100 for the full control effect; nearly all actives have a fitted effect of over 55% in size
#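 Cells (2,000 per well) received 5-fluorouridine plus test compound or DMSO and were incubated 16 hr at 37 °C, 5% CO2. Luciferase activity was read by luminescence 30 min after ONE-Glo addition; signal suppression marked inhibition of damage-induced ELG1 function.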
# KCNH2 3.1 block – qHTS for Inhibitors of KCHN2 3.1: Mutant qHTS; AID 720553, 2013; U2OS KCNH2 3.1, thallium flux FluxOr; stronger effect = lower value; activity change, % (tested at about 1.8 µM); 340,000 tested, 0.95% active; Potassium voltage-gated channel subfamily H member 2, brain isoform KCNH2 3.1 (human);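 active = maximum activity change below -70%; inconclusive = maximum activity change from -70% to -50%; inactive = maximum activity change above -50%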;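 note: thallium influx rate constant from kinetic fluorescence after stimulation buffer; % is set by controls: 0 for no effect and ±100 for the full control effect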
#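 We transduce U2OS cells with the mutant 3.1 virus, culture them overnight, load FluxOr with Red40 quencher for 45 min, then add stimulation buffer and read kinetically for 2 min to derive a normalized rate constant.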
# KCNH2 WT inh – qHTS for Inhibitors of KCHN2 3.1: Wildtype qHTS | 340,000 tested, 0.37% active | activity change, % at 1.84 µM | Voltage-gated inwardly rectifying potassium channel KCNH2 (Homo sapiens), Q12809 | U2OS, BacMam KCNH2, thallium flux FluxOr; stronger effect = lower value;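 active = maximum activity change below -70%; inconclusive = maximum activity change between -70% and -50%; inactive = maximum activity change above -50%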; note: % is set by controls: 0 for no effect and ±100 for the full control effect
#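 U2OS cells were transduced with wild-type KCNH2 virus (2.03 x 10^8 / mL) for 4 h at room temperature, then cultured overnight at 37 C. Thallium flux was read with FluxOr dye. Rate constants were normalized to DMSO controls.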
# TSHR antag – Antagonists of the Thyroid Stimulating Hormone Receptor: HTS campaign; Thyrotropin receptor (Homo sapiens), P16473; TSHR-expressing cells, TSH-stimulated cAMP HTRF, 2 h; stronger effect = lower value; activity change, negative = inhibition, % at 11.5 µM; 330,000 tested, 0.2% active; AID 504810, 2011;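 active = activity change below a set negative limit, meaning inhibition stronger than a set level, cut at about -70% in these data; inconclusive = activity change between two set negative limits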; note: % is set by controls: 0 for no effect and ±100 for the full control effect
# Target sequence (P16473 whole entry, looked up): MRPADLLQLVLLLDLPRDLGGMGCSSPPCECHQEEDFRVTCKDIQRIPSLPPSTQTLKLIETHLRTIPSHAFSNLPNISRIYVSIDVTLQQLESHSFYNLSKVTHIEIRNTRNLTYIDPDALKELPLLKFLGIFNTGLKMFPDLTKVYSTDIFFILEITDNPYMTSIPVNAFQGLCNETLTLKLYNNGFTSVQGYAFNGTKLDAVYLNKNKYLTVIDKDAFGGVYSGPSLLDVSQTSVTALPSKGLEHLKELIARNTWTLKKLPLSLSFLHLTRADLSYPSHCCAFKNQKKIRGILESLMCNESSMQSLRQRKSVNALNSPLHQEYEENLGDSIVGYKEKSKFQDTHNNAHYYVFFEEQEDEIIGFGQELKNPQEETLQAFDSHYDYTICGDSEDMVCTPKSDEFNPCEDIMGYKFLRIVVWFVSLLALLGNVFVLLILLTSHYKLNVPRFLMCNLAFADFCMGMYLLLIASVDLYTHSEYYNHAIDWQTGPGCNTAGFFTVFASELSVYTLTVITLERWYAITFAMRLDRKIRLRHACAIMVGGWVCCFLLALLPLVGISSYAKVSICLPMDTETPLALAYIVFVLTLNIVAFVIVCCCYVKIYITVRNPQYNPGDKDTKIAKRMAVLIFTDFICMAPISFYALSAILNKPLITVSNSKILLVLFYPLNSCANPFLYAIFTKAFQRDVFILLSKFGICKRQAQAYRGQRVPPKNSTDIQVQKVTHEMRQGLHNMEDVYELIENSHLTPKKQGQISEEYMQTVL
#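 Read-out is FRET at 665 nm (cryptate excitation 337 nm) from a cryptate-tagged anti-cAMP antibody, competed by cell cAMP against cAMP-d2. Compounds are tested on freshly harvested TSHR cells challenged with 4nM TSH (EC80) for 2 hours at 37 deg C.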
# Eya2 phos inh – qHTS Assay for Inhibitors of the Phosphatase Activity of Eya2; Protein phosphatase EYA2 (Homo sapiens), O00167; recombinant Eya2, OMFP fluorescence dephosphorylation (OMFP is methylfluorescein phosphate); AID 488837, 2010; Potency, µM (series often up to 76.9 µM), inactives show at the top dose activity, negative = inhibition, hits mostly inhibitors; 330,000 tested, 0.006% active; note: potency is the fitted concentration of half-maximal effect; % is set by controls: 0 for no effect and ±100 for the full control effect
#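 Eya2 (0.2 uM) preincubated 10 min at ambient with compound, then OMFP substrate added at 50 uM; 10 min reaction in 50 mM HEPES pH 7.5, 50 mM NaCl, 5 uM MgCl2, 0.05% BSA, 1 mM DTT. Fluorescence read at Ex 485/Em 525 nm.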
# An asterisk follows results filed as active; u = inconclusive; x = not tested or not shown; [ ] = dose if it differs, or a comment. Unless noted, calls come from the whole dose curve; as a rule, active = well fitted curve in the direction sought with a large enough effect; inconclusive = small, poorly fitted or top-dose-only effect, or another doubt; inactive = no such curve, though single readings can be large; an effect the other way counts as inactive or inconclusive.
SMILES,Mito fusion yeast,USP2a inh,TRPV1 agonist,AT treatment,TCR act,ELG1 DNA repair,KCNH2 3.1 block,KCNH2 WT inh,TSHR antag,Eya2 phos inh
C[C@]12c3[nH]c4ccccc4c3CCN1C(=O)C(CC(=O)NCc1cccc(C(F)(F)F)c1)C[C@@H]2C(=O)N1CCCCC1 (stereo partly drawn),x,-10%,x,17%,3%,u,-17,4,-2,-19%
O=C(CC12CC3CC(CC(C3)C1)C2)NC(=S)Nc1ccc(CN2CCOCC2)cc1,-2%,12%,5,3%,x,u,-77*,0,-14,12%
O=S1(=O)CC/C(=N\Nc2ccccc2)c2ccsc21,-3%,1%,24,3%,0%,9%,11,-3,-5,-3%
CSCC[C@H](NC(=O)[C@@H]1Cc2ccccc2CN1)C(=O)NC1CCCC1,-5%,3%,-1,1%,3%,u,-8,-8,6,10%
CC(C)(O)C#Cc1ccc(CN2CCN(C3CCCC3)C(CCO)C2)cc1 (stereo not drawn),5%,4%,6,6%,-6%,-5%,4,-6,9,-8%
O=[N+]([O-])c1ccc(Cl)c(C[n+]2cccc3ccccc32)c1,-1%,-1%,0,8%,-1%,-14%,2,0,-13,-4%
COC(=O)c1cc2ccsc2n1CC(=O)N(C)c1ccccc1,7%,-1%,3,9%,-5%,-11%,-9,-5,-1,-7%
O=C(COc1ccc(Br)cc1)OCC(=O)N1CCOCC1,x,4%,x,6%,x,u,10,-24,3,5%
CC(C)(C)NC(=O)c1ccc(COCC(F)(F)F)o1,1%,x,2,x,x,x,-12,6,x,x
CCN1CCN(CCCNC(=O)CCCn2nc(C)c3sc4ccccc4c3c2=O)CC1,-13%,3%,0,0%,-9%,-3%,-2,-9,-12,-23%
O=C(NCCCO)/C(=C\C=C\c1ccccc1)NC(=O)c1ccccc1Cl,-4%,3%,13,-5%,-3%,u,-17,-1,0,0%
O=C1c2ccncc2C(=O)N1CO,-2%,-6%,-1,-1%,1%,3%,16,1,11,5%
CCOC(=O)C1(Cc2ccc(OC)cc2)CCN(C(=O)CC2CCC(=O)N2)CC1 (stereo not drawn),-6%,-2%,6,0%,-3%,13%,39,x,8,4%
O=C(CSc1nnc2scc(-c3ccccc3)n12)NCc1ccc2c(c1)OCO2,-4%,0%,0,1%,1%,-1%,5,11,-4,10%
COc1ccc(C(=O)C2CCCN(C(=O)c3ccc(F)cc3)C2)cc1OC (stereo not drawn),0%,0%,-2,-1%,1%,1%,-3,-1,-7,2%
O=C(NNC(=S)NCc1ccccc1)c1ccc(Br)cc1,3%,-1%,8,1%,0%,1%,-8,-14,9,2%
CN(CC(=O)Nc1cc(Cl)cc(Cl)c1)Cc1cccs1,9%,-1%,u,16%,0%,-1%,15,-4,-2,-19%
O=C1CCCC(O)=C1Sc1ccccc1C(=O)O,-3%,-1%,-4,10%,-3%,-28%,2,x,2,13%
CN(C(=O)c1coc(=O)c2ccccc12)c1ccc(Br)cc1,8%,2%,-5,-1%,x,-9%,2,-18,-2,3%
Cc1cccc(C)c1NC(=O)/C(=C/c1ccco1)c1ccccc1,7%,-7%,-2,x,-25%,1%,-8,4,0,-18%
Cc1cc2nc(-c3ccc(SCC(=O)N4CCOCC4)nc3)[nH]c2cc1C,-3%,2%,x,-7%,x,u,-11,3,-11,-13%
CCC(NC(=O)COC(=O)C1CC2CCCC(C1)C2=O)c1ccc(Br)cc1 (stereo not drawn),6%,1%,20,-7%,5%,1%,-10,6,-3,-11%
CCn1c(SCC(=O)c2c(N)n(C3CC3)c(=O)[nH]c2=O)nnc1-c1ccccc1OC,-2%,1%,3,0%,6%,11%,-3,18,-4,5%
O=c1c2cc(Cl)ccc2nc(-c2ccc(Cl)c(Cl)c2)n1O,17%,0%,16,-10%,-2%,-22%,-14,-21,-10,u
COc1ccc(CC(=O)NNC(=O)c2ccc(SCc3cc(F)ccc3F)c([N+](=O)[O-])c2)cc1,-1%,-2%,15,0%,x,20%,-23,-7,-3,4%
Cc1ccc(-n2c(=O)c3c4c(sc3n3c(=S)[nH]nc23)CCC4)cc1,4%,10%,x,-2%,4%,-13%,12,4,-18,23%
COC(=O)C1=C(C)Nc2nnnn2C1c1ccccc1Cl (stereo not drawn),0%,0%,2,0%,0%[46.1 µM],-22%,-3,-6,-5,-6%
CC(=O)N1CCC2(CC1)NC(=O)N(c1ccccc1)N2,8%,1%,1,-2%,1%,-26%,-12,6,7,-1%
CSc1nsc(SCC(=O)Nc2ccc(O)c(C(=O)O)c2)n1,21%,0%,1,-1%,1%,13%,9,6,4,18%
CCCCCCCCCC(=O)NNC(=O)c1c(O)c2ccccc2n(CCC)c1=O,-1%,1%,1,1%,-30%,-3%,0,4,-14,0%
CS(=O)(=O)N1CCC(C(=O)NCc2ccco2)CC1,4%,-1%,3,-7%,1%,-1%,7,-13,7,-6%
O=[N+]([O-])c1ccc(Oc2ccc(S(=O)(=O)N3CCCCC3)cc2)cc1,16%,3%,0,1%,1%[46.1 µM],7%,-5,-4,-36,-1%
CCN(CC)CCn1c(=S)[nH]c2cc3c(cc2c1=O)OCO3,-3%,-3%,5,-2%,2%,u,5,4,-6,-7%
CC(C)(C)OC(=O)C[C@@H]1C/C=C\C[C@@H](CC(=O)N(CCO)Cc2ccccc2)C(=O)N[C@H](Cc2ccccc2)COC1=O,x,0%,x,-5%,-4%,u,x,x,1,-4%
CCOc1ccc(C(=O)OCC(=O)Nc2cccc(S(=O)(=O)N3CCCC3)c2)cc1,-6%,0%,0,4%,2%,-13%,-7,7,1,-7%
CC(=O)N/C(=C\c1ccc(C)cc1)C(=O)O,-1%,1%,-3,2%,0%,13%,-19,x,16,-15%
O=C(NNc1cc(Cl)ccc1Cl)c1cccs1,2%,2%,u,17%,6%,7%,-2,-3,-21,-8%
Cc1nnc2sc(-c3cccc4ccccc34)nn12,-4%,3%,14,9%,0%,25%,-3,2,-4,17%
CCOC(=O)CCNC(=O)CNC(=O)OCc1ccccc1,-1%,1%,1,1%,-8%,10%,8,5,6,7%
CC(=O)c1ccc(NC(=S)NC(=O)/C=C/c2ccco2)cc1,-13%,0%,-4,-1%,1%,u,u,1,-7,1%
CCCN1C2CCCC1CC(NC(=O)c1cccc([N+](=O)[O-])c1)C2 (stereo not drawn),-2%,0%,-3,3%,5%,11%,8,36,2,8%
CCOCc1nnc(NC(=O)c2cc(C(=O)OC)cc([N+](=O)[O-])c2)s1,10%,3%,-1,0%,4%,8%,3,-2,10,-5%
COc1ccc(C2N3CC4(C)CN2CC(C)(C3)C4)cc1OC (stereo not drawn),-2%,-3%,-2,4%,-4%,2%,5,22,4,11%
O=C(Cn1cc2c(n1)CCCCC2)NCCCN1CCOCC1,-3%,0%,-3,4%,-6%,5%,-20,-1,1,0%
NS(=O)(=O)c1ccc(Nc2nc(-c3ccc(F)cc3)cs2)cc1,-3%,3%,0,20%,-3%,2%,8,2,-16,-5%
Cc1cc(C)n(-c2ccc(C(=O)NCCCN3CCOCC3)cc2)n1,0%,1%,1,13%,3%,4%,1,-17,2,-5%
O=C(N/C(=C\c1ccc2c(c1)OCO2)C(=O)N1CCOCC1)c1ccccc1Br,4%,1%,0,-6%,2%,-4%,-7,2,8,-12%
CCCS(=O)(=O)N1CCN(C(=O)c2ccccc2F)CC1,-2%,-1%,-2,-2%,2%[46.1 µM],9%,-10,-2,11,1%
OCn1ncn(-c2ccccc2)c1=S,0%,1%,1,-1%,6%,-4%,2,1,2,-9%

# From PubChem BioAssay

# The list is partial, so the mix of outcomes need not match the whole.
